# Chronic BCR inh: qHTS Assay to Find Inhibitors of Chronic Active B-Cell Receptor Signaling | ABC-DLBCL IkBa-CBG/CBR reporter, luminescence ratio, 4 h | Potency, µM (series often up to 46.1 µM), inactives show top-dose ratio change, negative = lower green/red ratio, actives largely listed as inhibitors | actives 0.05% (n = 340,000); active = well fitted inhibition curve with a large enough effect in the signal ratio, with a control signal flat, not every such curve was filed as active; inconclusive = small, poorly fitted or top-dose-only effect, or effect the other way, or a change in a side signal; the % refers to the signal ratio;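 note: potency is the fitted concentration of half-maximal effect; plate controls were basal doxycycline-induced cells for no effect and cells given 10 µM MG132 for full effect; MG132 reads +100%, hits lower the ratio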
#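 Concentration-response series (up to 46 uM) were applied to TMD8 dual-reporter cells for 4 h at 37C with doxycycline. Green/red ratio, after filter-overlap correction, defined %Activity; red signal alone was normalised to basal cells and zero luminescence.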
# ASM inhibitor: Inhibitors of Secretory Acid Sphingomyelinase (S-ASM): qHTS; Potency, µM (titrated, usually from 57.5 µM), for inactives: at the top dose activity change, negative = inhibition, most hits filed as inhibitors; actives 0.006% (n = 340,000); placental ASM, HMU-PC fluorogenic substrate, 60 min; Sphingomyelin phosphodiesterase (Homo sapiens), P17405; note: potency is the fitted concentration of half-maximal effect
#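 Steps: dispense placental human ASM, pin compound, wait 10 min at room temperature, add HMU-PC0 substrate at 9 uM final, incubate 60 min at 37 °C, add stop solution raising pH to 10, read fluorescence.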
# TCR activator: Activators of T cell receptors: qHTS campaign | primary human leukocytes, anti-CD3, IL-2 HTRF, 48 h | Potency, µM (series often up to 9.22 µM), inactives show at the highest dose activation of IL-2 secretion, actives largely listed as activators | 330,000 tested, under 10 active; note: % of control where 0% means no effect
#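 Compounds are tested in HTS on primary human leukocytes co-incubated with a-CD3 beads for 48 hr. IL-2 output is measured by time-resolved FRET.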
# Eya2 phos inh: qHTS Assay for Inhibitors of the Phosphatase Activity of Eya2. recombinant Eya2, OMFP fluorescence dephosphorylation (OMFP is methylfluorescein phosphate). Potency, µM (series often up to 76.9 µM), for the others: at the top dose activity, negative = inhibition, actives largely listed as inhibitors. actives 0.006% (n = 330,000). Protein phosphatase EYA2 (Homo sapiens), O00167. AID 488837, 2010; note: potency is the fitted concentration of half-maximal effect; % is set by controls: 0 for no effect and ±100 for the full control effect
# Target sequence (O00167 whole entry, looked up): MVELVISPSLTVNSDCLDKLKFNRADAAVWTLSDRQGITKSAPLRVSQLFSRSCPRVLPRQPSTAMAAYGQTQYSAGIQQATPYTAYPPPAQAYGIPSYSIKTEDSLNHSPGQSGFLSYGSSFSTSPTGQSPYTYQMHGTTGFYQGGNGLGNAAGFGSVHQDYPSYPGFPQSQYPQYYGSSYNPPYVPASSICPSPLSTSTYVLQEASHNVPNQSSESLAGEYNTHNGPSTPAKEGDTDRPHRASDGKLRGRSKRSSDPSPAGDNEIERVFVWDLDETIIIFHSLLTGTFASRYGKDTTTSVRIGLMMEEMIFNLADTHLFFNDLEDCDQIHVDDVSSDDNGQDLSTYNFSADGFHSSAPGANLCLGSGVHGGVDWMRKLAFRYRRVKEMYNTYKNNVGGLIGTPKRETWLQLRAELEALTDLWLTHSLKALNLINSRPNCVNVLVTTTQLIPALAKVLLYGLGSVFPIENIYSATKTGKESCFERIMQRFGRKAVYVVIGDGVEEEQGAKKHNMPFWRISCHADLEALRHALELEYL
#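 Eya2 (0.2 uM) preincubated 10 min at ambient with compound, then OMFP substrate added at 50 uM; 10 min reaction in 50 mM HEPES pH 7.5, 50 mM NaCl, 5 uM MgCl2, 0.05% BSA, 1 mM DTT. Fluorescence read at Ex 485/Em 525 nm.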
# PTAP TSG101 blk: qHTS Assay for Iinhibitors of HIV-1 Budding by Blocking the Interaction of PTAP/TSG101. Tumor susceptibility gene 101 protein (Homo sapiens), Q99816. 340,000 tested, under 10 active. Potency, µM (top dose mostly 115 µM), inactives show at the highest dose activity change, negative = inhibition, actives largely listed as inhibitors. AID 493005, 2010. Fluorescence polarization, FITC-PTAP peptide / Tsg101 binding; active = well fitted inhibition curve with a large enough effect in the main read-out, with a control signal flat, not every such curve was filed as active; inconclusive = small, poorly fitted or top-dose-only effect, or effect the other way, or a change in a side signal; inactive = no such curve, though single readings can be large or run the other way; note: potency is the fitted concentration of half-maximal effect; % of control where 0% means no effect
#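 FP read-out: FITC-PTAP peptide, 50 nM final, binding Tsg101 binding domain, 10 uM final; 20 min, r.t.; 10 mM HEPES pH 7.5, 0.15 M NaCl, 0.01% Tween 20, 3 mM EDTA, 0.1 mM TCEP.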
# TSHR antag: Antagonists of the Thyroid Stimulating Hormone Receptor: HTS campaign. actives 0.2% (n = 330,000). activity change, negative = inhibition, % at 11.5 µM. TSHR-expressing cells, TSH-stimulated cAMP HTRF, 2 h; stronger effect = lower value. Thyrotropin receptor (Homo sapiens), P16473;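 active = activity change below a set negative limit, meaning inhibition stronger than a set level, cut at about -70% in these data; inconclusive = activity change between two set negative limits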; note: % is set by controls: 0 for no effect and ±100 for the full control effect
#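 Antagonism was scored as loss of TSH-driven cAMP in TSHR cells, stimulated with 4nM TSH (EC80) for 2 hours at 37 deg C and detected by homogeneous HTRF competition immunoassay.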
# ELG1 DNA repair: qHTS screen for small molecules that inhibit ELG1-dependent DNA repair in human embryonic kidney (HEK293T) cells expressing luciferase-tagged ELG1; HEK293T ELG1-luciferase reporter, luminescence, 16 h; DNA damage induced by 5-fluorouridine; Potency, µM (series often up to 46.1 µM), for inactives: at the top dose activity change, negative = inhibition, most hits filed as inhibitors; actives 2.3% (n = 330,000); AID 504467, 2011; note: potency is the fitted concentration of half-maximal effect; % is set by controls: 0 for no effect and ±100 for the full control effect; nearly all actives have a fitted effect of over 55% in size
#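 Cells (2,000 per well) received 5-fluorouridine plus test compound or DMSO and were incubated 16 hr at 37 °C, 5% CO2. Luciferase activity was read by luminescence 30 min after ONE-Glo addition; signal suppression marked inhibition of damage-induced ELG1 function.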
# Tb PFK block: qHTS Assay to Find Inhibitors of T. brucei phosphofructokinase; Potency, µM (series often up to 57.5 µM), for the others: at the top dose activity, negative = inhibition, usual class: inhibitors; AID 485367, 2010; T. brucei PFK, ADP-Glo luminescence; ATP-dependent 6-phosphofructokinase (Trypanosoma brucei brucei), O15648; actives 0.17% (n = 330,000);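 note: potency is the fitted concentration of half-maximal effect; 0% = uninhibited 1x PFK enzyme wells and -100% = no-enzyme wells; nearly all actives have a fitted effect of over 60% in size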
# Target sequence (O15648 whole entry, looked up): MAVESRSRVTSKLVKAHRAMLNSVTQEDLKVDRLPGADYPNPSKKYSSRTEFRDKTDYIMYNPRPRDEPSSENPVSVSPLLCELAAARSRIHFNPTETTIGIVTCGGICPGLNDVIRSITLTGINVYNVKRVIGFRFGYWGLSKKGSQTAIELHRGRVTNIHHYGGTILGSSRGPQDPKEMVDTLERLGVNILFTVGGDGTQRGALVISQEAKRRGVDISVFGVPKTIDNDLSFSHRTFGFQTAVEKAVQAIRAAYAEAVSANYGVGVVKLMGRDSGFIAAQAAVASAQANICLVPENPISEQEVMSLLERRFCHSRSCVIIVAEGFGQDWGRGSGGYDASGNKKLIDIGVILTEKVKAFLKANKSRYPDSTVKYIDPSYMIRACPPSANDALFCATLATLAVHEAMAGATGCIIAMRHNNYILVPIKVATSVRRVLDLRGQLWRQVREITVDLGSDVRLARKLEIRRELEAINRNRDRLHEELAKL
#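 ADP-Glo luminescence quantified ADP after 45 min at room temperature, with 1.25 nM T. brucei PFK, 0.1 mM ATP and 0.5 mM fructose-6-phosphate in pH 8.0 TEA buffer. qHTS titrations up to 57 µM; curves classified by quality.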
# AT treatment: qHTS Assay for Identifying a Potential Treatment of Ataxia-Telangiectasia; […] A-T fibroblasts, KAP-1 phosphorylation AlphaLISA; neocarzinostatin DNA damage 30 min before lysis; Potency, µM (doses to about 57.5 µM), inactives show at the top dose activation, hits mostly activators; AID 485349, 2010; actives 0.19% (n = 320,000); note: potency is the fitted concentration of half-maximal effect; % of control where 0% means no effect; nearly all actives have a fitted effect of over 45% in size
#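 ATM-like activity read as KAP-1 phosphorylation via AlphaLISA donor/acceptor antibody pairs after lysis and 6 hr at 25C. Cells were ATM-null patient fibroblasts ([…], hTERT), dosed 60 min, then exposed to the DSB inducer NCS for 30 min.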
# Integrin act MD: qHTS for Activators of Integrin-Mediated Alleviation for Muscular Dystrophy | alpha7betagal myoblasts, beta-gal FDG fluorescence, 48 h | Potency, µM (series often up to 38.3 µM), without a hit: top-dose activation, usual class: activators | actives 0.064% (n = 350,000);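 note: potency is the fitted concentration of half-maximal effect; 100% = response of the positive control SU9516; nearly all actives have a fitted effect of over 60% in size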
#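 alpha7betagal+/- myoblasts (passage 13, 250/well) treated 48 h at 37C with compounds at 1:260 dilution of DMSO stock. Lysed, then beta-galactosidase activity read as FDG fluorescence (ex 480/em 540) after 30 min, with pre-read for autofluorescence.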
# Mito fusion yeast: qHTS Assay for Small Molecule Inhibitors of Mitochondrial Division or Activators of Mitochondrial Fusion | Potency, µM (doses to about 46.1 µM), inactives show top-dose growth rescue (activation), hits mostly activators | S. cerevisiae fusion-defective mutant growth rescue, CellTiterGlo 48 h | actives 0.23% (n = 320,000);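 note: potency is the fitted concentration of half-maximal effect; % of control where 0% means no effect; nearly all actives have a fitted effect of over 45% in size; temperature-sensitive fusion mutants such as fzo1-1 at 37 °C on non-fermentable ethanol glycerol medium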
#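 Luminescent cell viability in 1536-well qHTS format served as the measure of rescued growth in ts fusion-mutant S. cerevisiae cultured on non-fermentable YPEG for 48 hours at 37C.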
# * hit, by the source's call; ? = inconclusive; . = not tested or not shown; [ ] = another dose, or the depositor's remark. Unless noted, calls come from the whole dose curve; as a rule, active = well fitted curve in the direction sought with a large enough effect; inconclusive = small, poorly fitted or top-dose-only effect, or another doubt; inactive = no such curve, though single readings can be large; an effect the other way counts as inactive or inconclusive.
# The opening two compounds, ahead of the listing:
SMILES,Chronic BCR inh,ASM inhibitor,TCR activator,Eya2 phos inh,PTAP TSG101 blk,TSHR antag,ELG1 DNA repair,Tb PFK block,AT treatment,Integrin act MD,Mito fusion yeast
CCOc1ccc2nc(C)cc(Nc3ccc(N4CCOCC4)cc3)c2c1,1%,.,.,4%,.,-6,-3%,2%,-4%,.,-1%
CC(C)c1ccc(C(=O)OCC(=O)NC2CCCC2)cc1,-1%,-6%,-2%,5%,-13%,-10,?,4%,5%,15%,11%

# All compounds of this part, from the start:
SMILES,Chronic BCR inh,ASM inhibitor,TCR activator,Eya2 phos inh,PTAP TSG101 blk,TSHR antag,ELG1 DNA repair,Tb PFK block,AT treatment,Integrin act MD,Mito fusion yeast
CCOc1ccc2nc(C)cc(Nc3ccc(N4CCOCC4)cc3)c2c1,1%,.,.,4%,.,-6,-3%,2%,-4%,.,-1%
CC(C)c1ccc(C(=O)OCC(=O)NC2CCCC2)cc1,-1%,-6%,-2%,5%,-13%,-10,?,4%,5%,15%,11%
O=C(NC(=S)Nc1ccccc1C(=O)O)c1cncc(Br)c1,?,5%,.,3%,-1%,1,2%,-2%,-2%,-14%,-1%
CC1(C)Cc2cccc(OCC(=O)OCC(=O)NCc3ccc(F)cc3)c2O1,-2%,-1%,3%,14%,-5%,-6,17%,0%,-2%,5%,1%
COc1ccc(N(C)S(=O)(=O)c2ccc3c(c2)CC(C)N3C(=O)C2CC2)c(OC)c1 (stereo not given),6%,-1%,-1%,-11%,-8%,2,?,2%,0%,-22%,30%
Cc1ccc(C)n1-c1ccc(C(=O)O)cc1,0%,.,.,-1%,.,12,?,11µM*,.,.,-2%
CCOC(=O)CNC(=S)N(Cc1ccccc1F)C1CCCCC1,-5%,-4%,.,-12%,-1%,-12,?,-5%,1%,13%,-5%
CCC(C(=O)O)N1C(=O)/C(=C/C(C)=C/c2ccccc2)SC1=S (stereo not given),15%,-2%,9%,?,-5%,-2,-9%,2%,-12%,3%,6%
CCOC(=O)N/N=C(\CCC(=O)O)c1cccs1,?,0%,4%,12%,-5%,-4,?,0%,-1%,-11%,3%
Cc1noc(C)c1NC(=O)N(C)C[C@H]1Oc2ccc(NC(=O)Cn3cnnn3)cc2C(=O)N([C@H](C)CO)C[C@@H]1C,7%,0%,0%,1%,-4%,-4,4%,4%,4%,-7%,.
CCN(CC)CCN1C(=O)c2ccccc2NC1c1ccc(N(C)C)cc1 (stereo not given),?,16%,0%,-40%,1%,21,?,-8%,6%,-14%,-1%
CCN(CC)c1ccc(C2CC(=O)NC3=C2C(=O)CC(C)(C)C3)cc1 (stereo not given),0%,-2%,-2%,-8%,-3%,-2,-10%,2%,-15%,8%,-5%
COCCCNC(=O)c1cc2c(-c3ccc(Cl)cc3)nn(C)c2s1,?,-12%,-4%,3%,0%,-13,?,0%,0%,-23%,0%
Cc1cc(OC(C)C)nc(-c2ccccc2O)n1,6%,0%,0%,-27%,1%,-10,4%,-1%,-4%,-2%,-1%
O=C1CN(c2nnnn2-c2ccccc2)CCN1,17%,13%,-7%,-21%,-13%,12,13%,-3%,-3%,-3%,-4%
COc1cc(/C=C2/C(=O)ON=C2C)cc(Cl)c1O,?,-3%,0%,-7%,44%[activator],7,15%,-5%,-5%,-43%,14%
Cc1nc(C)c(C(=O)O)c(-c2cccs2)c1C(=O)O,2%,-3%,7%,2%,-4%,6,-2%,2%,-3%,1%,-1%
COc1ccc(N2CCC(CNC(=S)Nc3ccc(C)cc3C)C2)cc1 (stereo not given),1%,-18%,0%,0%,-4%,-4,?,5%,-14%,-26%,?
O=C(CSCc1c(Cl)cccc1Cl)Nc1ccc2c(c1)OCCO2,?,4%,-1%[46.1 µM],-3%,-1%,35,-2%,9%,7%,-2%,13%
O=C(N/N=C/C(Br)=C/c1ccccc1)c1cccnc1,?,0%,-3%,4%,-4%,18,32%,-8%,0%,-61%[inhibitor],-15%
O=C1CCc2cc(NS(=O)(=O)c3ccccc3)cc3c2N1CCC3,?,4%,0%,-3%,1%,32,?,0%,.,16%,9%
O=C(COC(=O)/C=C/c1cccc(Cl)c1Cl)Nc1ccc2[nH]c(=O)[nH]c2c1,4%,0%,0%,-9%,-2%,-3,18%,5%,-3%,-12%,1%
Cc1cccc(NC(=O)CN2CCN(C(=O)c3ccc(OCc4cn5ccccc5n4)cc3)CC2)c1C,?,-3%,-6%,6%,1%,-6,?,?,8%,1%,0%
COc1ccc(CNC(=O)C2Cc3cc(S(=O)(=O)N4CCCC4)ccc3N2C(C)=O)c(OC)c1 (stereo not given),4%,3%,4%,-13%,-2%,-2,-7%,-1%,0%,-1%,1%
CCO[C@H]1OC(C(=O)NC2CC2)=C[C@@H](C2CC2)[C@@H]1CCCO,0%,5%,1%,7%,1%,-7,13%,-3%,-10%,7%,3%

# Profiles as entered above.
# Cc1noc(C)c1NC(=O)N(C)C[C@H]1Oc2ccc(NC(=O)Cn3cnnn3)cc2C(=O)N([C@H](C)CO)C[C@@H]1C is listed with Chronic BCR inh: 7%; ASM inhibitor: 0%; TCR activator: 0%; Eya2 phos inh: 1%; PTAP TSG101 blk: -4%; TSHR antag: -4; ELG1 DNA repair: 4%; Tb PFK block: 4%; AT treatment: 4%; Integrin act MD: -7%; Mito fusion yeast: .
# O=C(CSCc1c(Cl)cccc1Cl)Nc1ccc2c(c1)OCCO2 is listed with Chronic BCR inh: ?; ASM inhibitor: 4%; TCR activator: -1%[46.1 µM]; Eya2 phos inh: -3%; PTAP TSG101 blk: -1%; TSHR antag: 35; ELG1 DNA repair: -2%; Tb PFK block: 9%; AT treatment: 7%; Integrin act MD: -2%; Mito fusion yeast: 13%

# (further entries)
SMILES,Chronic BCR inh,ASM inhibitor,TCR activator,Eya2 phos inh,PTAP TSG101 blk,TSHR antag,ELG1 DNA repair,Tb PFK block,AT treatment,Integrin act MD,Mito fusion yeast
O=C(COc1ccccc1)NC(=S)Nc1cccc(NC(=O)c2ccccc2Cl)c1,-6%,-8%,9%[46.1 µM],-1%,0%,-4,?,-7%,-3%,-1%,-1%
C=CCn1nc2n(c1=O)-c1ccccc1SC2,?,5%,-13%,-3%,-1%,1,5%,-3%,7%,-22%,-2%
N#Cc1ccc(S(=O)(=O)NCC(=O)OCC(=O)NCCc2ccccc2)cc1,6%,6%,2%,1%,-2%,-12,1%,-6%,-2%,?,1%
Cc1nnc(SCC(=O)N(C(C)C)C(C)C)[nH]c1=O,-17%,1%,-3%,-5%,-2%,-11,?,0%,8%,1%,-5%
COC(=O)c1cccc(NC(=O)c2cccnc2)c1,0%,13%,5%,4%,2%,16,25%,0%,-6%,10%,3%
COc1ccc(N2C(=O)C(Cl)=C(Oc3cccc(OC)c3)C2=O)cc1,-9%,4%,-1%,-4%,2%,-9,3%,0%,-1%,-66%[inhibitor],0%
COc1ccc(-c2cc(=O)oc3cc(O)ccc23)cc1,-8%,101%[activator],-5%,3%,-3%,4,?,0%,14%,5%,-2%
COc1ccc(N2CC(C(=O)OCC(=O)c3ccc(C)cc3)CC2=O)cc1 (stereo not given),-3%,-3%,-5%,9%,-5%,-5,14%,-2%,1%,11%,2%
Fc1ccc(-c2ccc(-c3nn4c(-c5ccco5)nnc4s3)o2)cc1,7%,55%[activator],8%,1%,-2%,-16,-15%,-12%,3%,12%,-2%

# Assay outcomes as filed in PubChem.
